SENP8 block-1: SENP8 protease inhibitors, primary screen, biochemical, luminescence; purified SENP8, Z-RLRGG-aminoluciferin cleavage; 330,000 compounds, 1.2% hits; Sentrin-specific protease 8 (Homo sapiens), Q96LD8; inhibition, % at 10 µM; AID 2540, 2010; in the data active = inhibition above about 50%
SENP7 block: SENP7 protease inhibitors, primary screen, biochemical, luminescence, uHTS. recombinant SENP7, Z-RLRGG-aminoluciferin luminescence, 40 min. inhibition, % at 5 µM. 330,000 compounds, 1.5% hits. AID 434973, 2010;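 active = inhibition above about 50% at the single test dose, limit read from the data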;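 note: plate controls were DMSO with enzyme for no effect and no enzyme buffer wells for full effect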
Target sequence (Q9BQF6 706-1050 limits assumed): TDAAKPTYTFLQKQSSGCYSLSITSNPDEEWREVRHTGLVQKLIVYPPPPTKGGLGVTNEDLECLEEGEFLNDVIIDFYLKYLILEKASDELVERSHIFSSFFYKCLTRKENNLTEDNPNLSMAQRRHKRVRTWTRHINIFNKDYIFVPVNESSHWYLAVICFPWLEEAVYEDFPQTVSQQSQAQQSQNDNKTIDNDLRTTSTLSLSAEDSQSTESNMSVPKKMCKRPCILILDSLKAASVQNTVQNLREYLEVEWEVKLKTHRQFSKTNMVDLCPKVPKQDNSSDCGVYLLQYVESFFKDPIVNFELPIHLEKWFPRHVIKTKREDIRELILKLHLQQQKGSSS
HKDC1 inhibitor: HKDC1 hexokinase inhibitors, primary screen, biochemical, fluorescence, uHTS; Q2TB90; recombinant HKDC1, G6PDH/diaphorase resazurin coupled fluorescence; inhibition, % at 20 µM; 340,000 compounds, 0.16% hits; AID 493160, 2011;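 active = inhibition above about 35% when tested at 20 µM, limit read from the data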;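 note: plate controls were DMSO wells with enzyme for no effect and DMSO wells lacking enzyme for full effect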
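Incubation: 90 min at room temperature in dark / Material: recombinant HKDC1 (HK5) hexokinase enzyme, produced in-house / Quantity: enzyme 5 µg/mL final / Compound: one dose of 20 µM, 1% DMSO / Reagent: glucose and ATP substrates / Buffer or medium: Tris pH 8.0 buffer with MgCl2, Tween-20, BSA, BME / Technique: resorufin fluorescence at 613 nm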
Apaf1 inhib: inhibitors of human Apaf-1 apoptosome, primary screen, biochemical, DEVD-Rh110 fluorescence, uHTS; Apoptotic protease-activating factor 1 (Homo sapiens), O14727; reconstituted apoptosome caspase-3 activity; inhibition, % at 20 µM; 330,000 compounds, 0.71% hits; AID 489030, 2010; active = inhibition of at least 40% at 20 µM;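 note: plate controls were DMSO wells for no effect and DEVD-CHO caspase inhibitor wells for full effect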
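Material: reconstituted apoptosome with Apaf-1, cytochrome c, caspase-9, procaspase-3, dATP; medium: pH 7.5 Hepes buffer with CHAPS, BSA, DTT; also added: cytochrome c and DEVD-Rh110 substrate; timing: 30 min plus 50 min, RT; signal: Rh110 fluorescence intensity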
NLRP3 yeast inh: NALP3 inflammasome inhibitors in reconstituted yeast, primary screen, luminescence, uHTS. Yeast reconstituted NLRP3/ASC/caspase-1, beta-gal luminescence, 24 h. inhibition, % at 10 µM. 330,000 compounds, 0.39% hits. AID 2825, 2010;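 active = inhibition of 50% or more; inactive = inhibition below 50%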;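 note: plate controls were induced DMSO wells for no effect and uninduced yeast grown without galactose for full effect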
PfG6PD inh: PfG6PD enzyme inhibitors, primary screen, biochemical, fluorescence intensity, uHTS | AID 504690, 2011 | 350,000 compounds, 0.78% hits | PfGluPho enzyme, NADPH resazurin-diaphorase fluorescence | inhibition, % at 20 µM;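 active = inhibition reaching at least a set limit at 20 µM in the primary screen, cut at about 59% in these data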;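 note: 0% = DMSO wells with substrate and 100% = DMSO wells lacking glucose-6-phosphate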
SENP6 block: SENP6 protease inhibitors, primary screen, biochemical, luminescence, uHTS. 330,000 compounds, 1.8% hits. inhibition, % at 10 µM. Recombinant SENP6 catalytic domain, aminoluciferin luminescence;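 active = inhibition above about 50% at the single tested dose, limit read from the data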;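 note: plate controls were DMSO wells with enzyme for no effect and DMSO wells lacking enzyme for full effect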
Target sequence (Q9GZR1 628-1112 limits assumed): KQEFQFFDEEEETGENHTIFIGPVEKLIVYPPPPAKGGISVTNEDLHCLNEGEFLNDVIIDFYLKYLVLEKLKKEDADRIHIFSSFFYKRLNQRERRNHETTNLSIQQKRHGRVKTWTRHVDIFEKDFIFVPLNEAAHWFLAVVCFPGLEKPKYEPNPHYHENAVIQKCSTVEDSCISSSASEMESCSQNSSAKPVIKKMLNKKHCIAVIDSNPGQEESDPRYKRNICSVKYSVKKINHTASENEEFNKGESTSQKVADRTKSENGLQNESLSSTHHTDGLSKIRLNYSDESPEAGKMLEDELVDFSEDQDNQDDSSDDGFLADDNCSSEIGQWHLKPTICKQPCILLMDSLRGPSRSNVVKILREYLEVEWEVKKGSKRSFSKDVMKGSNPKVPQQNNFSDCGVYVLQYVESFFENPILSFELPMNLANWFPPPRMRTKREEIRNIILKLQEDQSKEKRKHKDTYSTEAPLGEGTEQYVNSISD
SENP8 block-2: human SENP8 protease inhibitors, primary screen, biochemical, fluorescence, Nedd8 protein substrate, uHTS. Sentrin-specific protease 8 (Homo sapiens), Q96LD8. recombinant SENP8. inhibition, % at 20 µM. 360,000 compounds, 0.64% hits. AID 602440, 2012; in the data active = inhibition mostly above about 40%, no sharp cut-off; inactive = mostly below about 27%
SENP1 FRET inh: human SENP1 catalytic domain inhibitors, primary screen, biochemical, FRET, uHTS; recombinant SENP1 catalytic domain, CyPet-SUMO1-YPet FRET cleavage; 360,000 compounds, 0.21% hits; Sentrin-specific protease 1 (Homo sapiens), Q9P0U3; inhibition, % at 10 µM; AID 624204, 2012;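 active = inhibition at least 30% at 10 µM, raw YFP signal under a set limit, fluorescence ratio 0.5 to 1.5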;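 note: 0% = enzyme with DMSO and 100% = no enzyme wells; some results filed as inactive read as strong as hits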
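material = recombinant human SENP1 catalytic domain, His6-tagged | quantity = 20 pM enzyme | reagent = 25 nM SUMO1 FRET substrate | compound dosing = 10 µM single point, 0.5% DMSO | timing = 50 min enzyme reaction, room temperature, light-protected | detection = FRET, CFP and YFP emission | control set = no-enzyme low, enzyme-DMSO high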
* hit, by the source's call; x = no result given.

SMILES	SENP8 block-1	SENP7 block	HKDC1 inhibitor	Apaf1 inhib	NLRP3 yeast inh	PfG6PD inh	SENP6 block	SENP8 block-2	SENP1 FRET inh
CCCCCCc1cc2cc(-c3nnc(-c4ccccc4O)o3)c(=O)oc2cc1O	2	7	-1	-140	-16	-15	-6	-285	-22
Cc1ccc(S(=O)(=O)c2cn(CC(=O)Nc3ccccc3)c3ccc(F)cc3c2=O)cc1	-1	0	-4	1	14	0	2	-82	2
N#Cc1cc(NCC2CCCO2)c([N+](=O)[O-])cc1C#N (stereo not given)	-3	1	-7	3	13	-9	4	29	6
Cc1ccc(-c2csc3nc(C(C)C)oc(=O)c23)c(C)c1	-7	6	2	-2	21	-7	5	5	2
Cc1cc(N)n(-c2nc(-c3cccnc3)nc3ccccc23)n1	-4	9	-2	3	35	1	-6	21	3
Cc1ccc(C2/C(=C(\O)c3c(C)nc4ccccn34)C(=O)C(=O)N2CCN(C)C)o1 (stereo not given)	-2	2	8	-9	2	2	8	-2	-23
COc1ccc(C2NC(=S)NC(C)=C2C(=O)Nc2ccccn2)cc1 (stereo not given)	1	-4	-15	-15	6	-1	-5	1	0
CCCCSc1nc2ccccc2[nH]1	9	14	-6	1	40	14	34	10	2
Cc1ccc(Oc2nnc(-c3ccccc3)cc2C#N)cc1	3	1	-6	-5	-4	-6	-1	7	3
Cc1ccc(NC(=S)c2ccncc2)cc1	3	3	-5	0	-12	2	6	13	1
O=C(CSc1nnc2c(Cl)cc(Cl)cn12)N1CCOCC1	-4	8	4	3	13	-7	1	8	1
COc1ccccc1CC1S/C(=N/N=C/c2ccco2)NC1=O (stereo not given)	2	0	-5	3	18	1	17	10	-1
Cc1cc(C)nc(NS(=O)(=O)c2ccc(NC(=O)NC3CCCCC3)cc2)n1	2	3	-6	-6	-6	-1	-6	3	3
CSc1nc2sc3c(c2c(=S)[nH]1)CC(C)(C)OC3	-7	6	-5	10	12	21	-14	-72	-6
CCOC1C(=O)NC(=O)N1Cc1ccccc1 (stereo not given)	-10	-10	-5	1	19	-11	-24	19	2
c1cc2cn[nH]c2cc1NC1CCCCCC1	3	25	17	53*	7	34	21	-76	-31
COc1ccc(Cl)cc1NC(=O)CN(C(=O)c1ccco1)C1CCCCC1	1	-4	-1	9	23	63*	-13	6	4
O=C(c1ccc(F)c(S(=O)(=O)N2CCOCC2)c1)N(CCc1ccccc1)Cc1ccccc1	-8	6	1	25	14	5	-5	24	1
Cc1ccc(C(=O)Nc2cc(=O)n(C)c(=O)n2C)cc1C	-13	-5	-6	13	0	-2	2	7	-2
CC(C)(C)NC(=O)CON=C1c2ccccc2-c2ccccc21	-4	-11	4	19	0	-7	-13	-4	2
COc1ccccc1Cc1nc(-c2cccnc2)no1	-6	-5	1	2	23	1	4	15	2
Cc1ccc(NC(=O)CSc2nnc3c(n2)[nH]c2ccccc23)cc1	2	-4	0	0	-1	7	-18	12	-1
COc1ccc(C(=O)CN2CCN(S(=O)(=O)c3cccc([N+](=O)[O-])c3)CC2)cc1	-9	-2	0	5	12	22	1	11	-1
Cc1ccc(C2SCC(=O)N2Cc2cn3ccsc3n2)o1 (stereo not given)	2	4	0	6	8	8	-2	8	-5
CCOC(=O)C1(Cc2ccc(Cl)cc2)CCN(CCCn2cccn2)CC1	-5	-4	-8	4	21	0	-22	13	0
O=C(CCN1C(=O)/C(=C/c2ccccc2Cl)SC1=S)NC1C=CS(=O)(=O)C1 (stereo not given)	3	-1	1	-15	14	12	-6	17	0
Oc1ccc(CN2CCCCC2)nc1-c1ccccc1	2	1	-6	-2	18	-6	1	-244	1
Cc1ccc2cc(C=O)c(Cl)nc2c1	0	7	1	-2	23	-12	4	16	-3
CC1(C(=O)O)Oc2cccnc2NC1=O (stereo not given)	7	9	-8	-221	-2	9	6	8	2
CC(SCc1cn2cc(Cl)ccc2n1)C(=O)O (stereo not given)	-1	0	-5	-1	-5	-19	-11	-5	-3

An excerpt from above in order of number of heavy atoms, descending.
SMILES	SENP8 block-1	SENP7 block	HKDC1 inhibitor	Apaf1 inhib	NLRP3 yeast inh	PfG6PD inh	SENP6 block	SENP8 block-2	SENP1 FRET inh
O=C(c1ccc(F)c(S(=O)(=O)N2CCOCC2)c1)N(CCc1ccccc1)Cc1ccccc1	-8	6	1	25	14	5	-5	24	1
COc1ccc(C(=O)CN2CCN(S(=O)(=O)c3cccc([N+](=O)[O-])c3)CC2)cc1	-9	-2	0	5	12	22	1	11	-1
COc1ccc(Cl)cc1NC(=O)CN(C(=O)c1ccco1)C1CCCCC1	1	-4	-1	9	23	63*	-13	6	4
Cc1ccc(NC(=O)CSc2nnc3c(n2)[nH]c2ccccc23)cc1	2	-4	0	0	-1	7	-18	12	-1
CC(C)(C)NC(=O)CON=C1c2ccccc2-c2ccccc21	-4	-11	4	19	0	-7	-13	-4	2
Cc1ccc(C2SCC(=O)N2Cc2cn3ccsc3n2)o1 (stereo not given)	2	4	0	6	8	8	-2	8	-5
COc1ccccc1Cc1nc(-c2cccnc2)no1	-6	-5	1	2	23	1	4	15	2
c1cc2cn[nH]c2cc1NC1CCCCCC1	3	25	17	53*	7	34	21	-76	-31
CC1(C(=O)O)Oc2cccnc2NC1=O (stereo not given)	7	9	-8	-221	-2	9	6	8	2
Cc1ccc2cc(C=O)c(Cl)nc2c1	0	7	1	-2	23	-12	4	16	-3

Following part:
SMILES	SENP8 block-1	SENP7 block	HKDC1 inhibitor	Apaf1 inhib	NLRP3 yeast inh	PfG6PD inh	SENP6 block	SENP8 block-2	SENP1 FRET inh
N#Cc1ccc(Sc2nc3ccccc3[nH]2)cc1C#N	-1	0	-1	0	19	5	13	-1	3
COc1cc(/C=C(/C#N)c2nc3ccccc3[nH]2)ccc1OC(=O)c1ccco1	78*	70*	-8	4	36	28	84*	-296	-18
COC(=O)c1[nH]c2ccccc2c1NC(=O)CN1CCN(Cc2ccc3c(c2)OCO3)CC1	2	1	-9	-4	11	-7	-4	-244	1
Cc1ccc(S(=O)(=O)CCC(=O)OCn2nnc3ccccc3c2=O)cc1	-6	9	1	-13	-5	-4	-14	12	0
Cc1ccc2nc(C)c(C)nc2c1N	1	-2	1	-12	30	3	-9	18	3
Nc1ccc(-c2nc3ccccc3s2)cn1	66*	69*	1	-4	30	-5	79*	-294	-6
CCN(CC)c1ccc(NC(=O)CN2CCN(CC(=O)Nc3ccc(F)cc3)CC2)cc1	5	1	7	-11	7	16	0	21	1
O=S(=O)(c1cccc(C(F)(F)F)c1)N1CCN(S(=O)(=O)c2ccc3c(c2)OCCO3)CC1	8	1	-3	-6	4	-1	-5	21	0
CC(C)(Oc1ccc(Cl)cc1)C(=O)N1CCN(C(=O)c2ccco2)CC1	-1	-2	-8	8	13	5	-7	3	1
CCCCNC(=O)[C@@H]1CC=C[C@@H]2CCN(C3CC3)C(=O)[C@@H]21	1	-2	-1	-2	1	-6	-3	9	2
CN(C)S(=O)(=O)c1ccc(C(=O)NCC(=O)N/N=C/c2ccccc2Cl)cc1	0	1	-2	6	11	8	5	15	1
CCC(Oc1ccccc1)C(=O)Nc1ccsc1C(=O)OC (stereo not given)	-5	1	4	12	-1	25	0	22	-3
O=C1NC2(CCCCCC2)C(=O)N1Cc1ccccc1F	-2	-6	-3	1	0	0	17	13	2
CC(C)=CC(=O)Nc1ccc(S(=O)(=O)Nc2onc(C)c2C)cc1	1	-6	-5	0	11	-6	-9	2	1
CN(C)CCCN(C(=O)CCOc1ccccc1)c1nc2ccc(F)cc2s1	x	x	-6	x	x	16	x	21	0
Cc1ccccc1-n1c2nc(=O)n(C)c(=O)c-2cc2ccccc21	-11	-6	-2	-1	-3	1	-21	-443	-32
Cc1c(Cc2ccccc2)sc(/N=C/c2ccc3ccccc3c2)c1C(N)=O	x	x	16	x	x	-7	x	-190	-29
O=C(CN(C(=O)c1csnn1)c1ccc(Br)cc1)NC1CCCC1	-2	3	-5	2	19	-3	21	22	1
O=C(O)CCC(=O)N1N=C(c2ccco2)CC1c1ccco1 (stereo not given)	-6	9	-2	-11	16	-7	-10	4	1
Cc1nn(Cc2ccccc2)c2c1C(c1ccccc1)C(C#N)=C(N)O2 (stereo not given)	4	1	2	8	7	-6	-18	17	0
CN(C(=O)c1ccccc1OCc1ccc(F)cc1)c1c(N)n(Cc2ccccc2)c(=O)[nH]c1=O	-14	14	2	-1	9	-11	-14	13	1
CC(NC(=O)c1ccco1)C(=O)O (stereo not given)	-9	-6	-5	-1	10	-4	-12	18	2
COc1ccc(S(=O)(=O)NCc2cccnc2)cc1C(=O)N1CCCCC1	7	0	-3	-2	8	-7	-2	6	0
O=[N+]([O-])c1cccc(COc2ccc(CN3CCCC3)cc2)c1	x	x	-7	x	x	13	x	16	-1
Nc1ncncc1-c1ccc2ccccc2c1	-6	6	-8	6	21	2	4	4	1
COc1ccc(CCNC(=O)COC(=O)c2ccc(C)s2)cc1	-10	-5	-6	4	31	11	0	2	-1
O=C(CSc1ccc(-c2ccco2)nn1)c1ccc(F)cc1	-10	7	15	-2	4	20	-4	13	-2
CCN1CCN(c2cc(C)c3cc(NC(=S)NCc4cccs4)ccc3n2)CC1	-3	6	1	7	14	14	-3	-328	-7
CCc1cc(Cn2nc(-c3ccccc3)cc2C(=O)O)on1	5	3	-1	3	7	1	-8	10	0

Screening data (PubChem BioAssay)
